# Screening results from PubChem.
# ATG4B inh: ATG4B protease inhibitors, primary screen, biochemical, fluorescence, uHTS. ATG4B cleavage of LC3-PLA2, NBD-HPC fluorescence, 1 h. inhibition, % at 8.33 µM. actives 0.51% (n = 340,000); in the data active = inhibition above about 40%
# Target sequence (Q9Y4P1 whole entry, looked up): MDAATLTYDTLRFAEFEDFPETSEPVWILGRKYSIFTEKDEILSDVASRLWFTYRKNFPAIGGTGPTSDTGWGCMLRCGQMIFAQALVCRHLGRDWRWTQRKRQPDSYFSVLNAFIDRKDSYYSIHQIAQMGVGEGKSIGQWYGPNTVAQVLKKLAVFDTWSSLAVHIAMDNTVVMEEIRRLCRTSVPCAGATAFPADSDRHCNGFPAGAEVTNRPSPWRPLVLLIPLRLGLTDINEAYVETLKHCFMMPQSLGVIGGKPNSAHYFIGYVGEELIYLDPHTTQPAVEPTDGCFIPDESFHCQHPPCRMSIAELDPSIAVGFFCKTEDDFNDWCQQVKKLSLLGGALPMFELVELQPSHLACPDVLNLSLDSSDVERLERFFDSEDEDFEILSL
# SENP8 block: human SENP8 protease inhibitors, primary screen, biochemical, fluorescence, Nedd8 protein substrate, uHTS; Sentrin-specific protease 8 (Homo sapiens), Q96LD8; recombinant SENP8; inhibition, % at 20 µM; actives 0.64% (n = 360,000); in the data active = inhibition mostly above about 40%, no sharp cut-off; inactive = mostly below about 27%
# Target sequence (Q96LD8 whole entry, looked up): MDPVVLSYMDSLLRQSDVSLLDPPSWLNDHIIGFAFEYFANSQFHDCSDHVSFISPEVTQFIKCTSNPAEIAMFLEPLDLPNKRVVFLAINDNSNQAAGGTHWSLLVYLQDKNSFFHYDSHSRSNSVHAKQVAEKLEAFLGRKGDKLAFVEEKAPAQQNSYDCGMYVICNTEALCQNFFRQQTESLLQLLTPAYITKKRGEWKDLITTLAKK
# HKDC1 inh: HKDC1 hexokinase inhibitors, primary screen, biochemical, fluorescence, uHTS | Q2TB90 | recombinant HKDC1, G6PDH/diaphorase resazurin coupled fluorescence | inhibition, % at 20 µM | actives 0.16% (n = 340,000);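 active = inhibition above about 35% when tested at 20 µM, limit read from the data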;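 also: plate controls were DMSO wells with enzyme for no effect and DMSO wells lacking enzyme for full effect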
#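 Assay system: in-house recombinant HK5 (HKDC1) enzyme. Input: HKDC1 at 5 µg/mL. Medium: Tris pH 8.0 buffer with MgCl2, Tween-20, BSA, BME. Dosing: single 20 µM dose. Schedule: 90 min reaction incubation at room temperature, dark. Signal: resazurin-to-resorufin fluorescence via G6PDH and diaphorase coupling, 525/613 nm. Controls: DMSO-enzyme wells negative, buffer-substituted wells positive.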
# SENP7 block: SENP7 protease inhibitors, primary screen, biochemical, luminescence, uHTS; recombinant SENP7, Z-RLRGG-aminoluciferin luminescence, 40 min; inhibition, % at 5 µM; actives 1.5% (n = 330,000);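 active = inhibition above about 50% at the single test dose, limit read from the data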;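 also: plate controls were DMSO with enzyme for no effect and no enzyme buffer wells for full effect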
# Target sequence (Q9BQF6 706-1050 limits assumed): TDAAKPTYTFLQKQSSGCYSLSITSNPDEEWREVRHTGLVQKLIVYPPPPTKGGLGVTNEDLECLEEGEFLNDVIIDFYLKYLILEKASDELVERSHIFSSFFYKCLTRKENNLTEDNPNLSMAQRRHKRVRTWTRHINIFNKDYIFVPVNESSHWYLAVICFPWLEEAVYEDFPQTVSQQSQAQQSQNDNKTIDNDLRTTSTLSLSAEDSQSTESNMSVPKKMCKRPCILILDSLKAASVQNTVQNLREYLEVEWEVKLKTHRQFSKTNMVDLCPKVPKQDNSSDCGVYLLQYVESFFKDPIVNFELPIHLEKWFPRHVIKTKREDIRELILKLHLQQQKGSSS
# SENP6 block: SENP6 protease inhibitors, primary screen, biochemical, luminescence, uHTS; Sentrin-specific protease 6 (Homo sapiens), Q9GZR1; Recombinant SENP6 catalytic domain, aminoluciferin luminescence; inhibition, % at 10 µM; actives 1.8% (n = 330,000); AID 2599, 2010;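 active = inhibition above about 50% at the single tested dose, limit read from the data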;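 also: plate controls were DMSO wells with enzyme for no effect and DMSO wells lacking enzyme for full effect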
# PfGluPho inh: PfG6PD enzyme inhibitors, primary screen, biochemical, fluorescence intensity, uHTS | glucose-6-phosphate dehydrogenase-6-phosphogluconolactonase (Plasmodium falciparum 3D7) | PfGluPho enzyme, NADPH resazurin-diaphorase fluorescence | inhibition, % at 20 µM | actives 0.78% (n = 350,000) | AID 504690, 2011;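 active = inhibition reaching at least a set limit at 20 µM in the primary screen, cut at about 59% in these data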;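 also: 0% = DMSO wells with substrate and 100% = DMSO wells lacking glucose-6-phosphate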
# MPTP inh: mitochondrial permeability transition pore inhibitors, primary screen, biochemical, isolated mouse mitochondria, absorbance; Ca2+ swelling absorbance, 30 min; inhibition, % at 10 µM; actives 1.4% (n = 360,000);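 active = inhibition of 50% or more, scaled per plate between neutral and stimulator controls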;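 also: 0% = DMSO wells given calcium and 100% = 1 mM EGTA wells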
# GRIN3A LBD mod: binders of NR3A ligand-binding domain, primary screen, biophysical, differential scanning fluorimetry, uHTS; AID 1259313, 2017; Tm shift relative to glycine control, % at 25 µM; actives 2.5% (n = 340,000); Glutamate receptor ionotropic, NMDA 3A (GRIN3A) ligand-binding domain; NR3A LBD differential scanning fluorimetry, Tm shift; 0% = protein alone, 100% = glycine-bound protein;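 active = melting temperature shift of at least 10% of the positive control shift, at one fixed dose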
# Active calls of the source: *; . = not tested or not shown.
SMILES,ATG4B inh,SENP8 block,HKDC1 inh,SENP7 block,SENP6 block,PfGluPho inh,MPTP inh,GRIN3A LBD mod
CCN(CC)CCNC(=O)c1ccc(NC(=O)c2cc(S(=O)(=O)N3CCCCC3)ccc2C)cc1,2,26,-5,-5,-4,-5,-0.9,-1
Cc1cccc(NC(=O)NCCN2CCN(c3ccccc3)CC2)c1C,0,8,3,-8,-3,-1,0.6,-1
S=c1nc(COc2ccccc2)[nH]c2ccccc12,-3,19,-2,-10,-16,31,-0.8,-2
CCOC(=O)/C(=N\Nc1ccc(Br)cc1)N1CCN(c2ccccc2OC)CC1,-2,18,-2,.,.,18,0.3,6
COc1cc2c(cc1OC)C(c1ccccc1F)OC(=O)C2 (stereo not drawn),7,-126,-10,-5,-9,-8,1.6,-1
COc1ccc(OC)c(NC(=O)c2ccc(NS(=O)(=O)c3c(C)noc3C)cc2)c1,-13,-45,1,4,9,-24,-0.3,3
COC1OC2COC(c3ccccc3)OC2C(=O)C1NC(=O)c1ccccc1 (stereo not drawn),-1,6,-3,.,.,6,-1.7,0
CC(C)Cn1nc(NC(=O)c2ccco2)c2cc3ccccc3nc21,7,-421,5,2,-16,14,1.6,0
COCCNC(=O)C(=O)N/N=C/c1ccccc1C(F)(F)F,6,37,-2,2,1,-5,-0.2,0
CCc1nnc(NC(=O)c2ccc(S(=O)(=O)N3CCCC(C)C3)cc2)s1 (stereo not drawn),-4,-3,-5,1,-15,-28,-1.4,1
CCOC(=O)C1CCN(C/C=C/c2ccccc2[N+](=O)[O-])CC1,2,15,0,10,-6,4,-0.8,-3
O=C(CC1C[C@H](C(=O)N2CCCCC2)[C@@]2(CCc3ccccc3)c3[nH]c4ccccc4c3CCN2C1=O)NCCC1=CCCCC1 (stereo partly drawn),4,10,-3,-9,-19,-19,2.1,0
CCCCC1(C)NC(=O)N(CC(=O)N2CCc3ccccc32)C1=O (stereo not drawn),-8,7,-6,3,2,7,-1.8,3
COC(=O)c1c(NC(=O)CSc2nnnn2-c2ccccc2)sc2c1CCC(C)C2 (stereo not drawn),-14,13,-1,-10,-28,1,1.3,-1
COc1ccc(C2C(C(C)=O)=C(C)N=c3s/c(=C\c4cc(C)n(C)c4C)c(=O)n32)c(OC)c1 (stereo not drawn),56*,4,4,7,-7,0,5.5,2

# By substructure: the compounds so far with sulfur
SMILES,ATG4B inh,SENP8 block,HKDC1 inh,SENP7 block,SENP6 block,PfGluPho inh,MPTP inh,GRIN3A LBD mod
CCN(CC)CCNC(=O)c1ccc(NC(=O)c2cc(S(=O)(=O)N3CCCCC3)ccc2C)cc1,2,26,-5,-5,-4,-5,-0.9,-1
S=c1nc(COc2ccccc2)[nH]c2ccccc12,-3,19,-2,-10,-16,31,-0.8,-2
COc1ccc(OC)c(NC(=O)c2ccc(NS(=O)(=O)c3c(C)noc3C)cc2)c1,-13,-45,1,4,9,-24,-0.3,3
CCc1nnc(NC(=O)c2ccc(S(=O)(=O)N3CCCC(C)C3)cc2)s1 (stereo not drawn),-4,-3,-5,1,-15,-28,-1.4,1
COC(=O)c1c(NC(=O)CSc2nnnn2-c2ccccc2)sc2c1CCC(C)C2 (stereo not drawn),-14,13,-1,-10,-28,1,1.3,-1
COc1ccc(C2C(C(C)=O)=C(C)N=c3s/c(=C\c4cc(C)n(C)c4C)c(=O)n32)c(OC)c1 (stereo not drawn),56*,4,4,7,-7,0,5.5,2

# Following part.
SMILES,ATG4B inh,SENP8 block,HKDC1 inh,SENP7 block,SENP6 block,PfGluPho inh,MPTP inh,GRIN3A LBD mod
COc1ccc(C(=O)c2cc3c(cc2[N+](=O)[O-])OCCO3)cc1,3,-23,-5,6,5,-12,2.2,-1
O=C(COC(=O)c1ccc(Sc2ccccc2)c([N+](=O)[O-])c1)NC1CCS(=O)(=O)C1 (stereo not drawn),-16,28,-11,-5,-14,6,0.8,8
CC(=O)c1cccc(NC(=O)C2CCCN2S(=O)(=O)c2cccc3cccnc23)c1 (stereo not drawn),0,16,2,10,-13,7,-0.6,1
COc1ccc(CCn2nnnc2C(c2ccc(C)cc2)N2CCN(C)CC2)cc1OC (stereo not drawn),-5,16,-4,13,-4,5,1.1,3
COC(=O)C1=C(C)NC(=O)/C1=C\c1cc(C)n(-c2ccccc2F)c1C,-9,-13,6,5,-1,15,3.8,1
CCc1nc2ccccc2nc1N1CCN(S(=O)(=O)c2c(C)cc(Cl)cc2C)CC1,-7,-203,-1,-3,-2,5,4.0,1
CCCCn1c(N)c(N(CCOC)C(=O)CCC2CCCCC2)c(=O)[nH]c1=O,-8,8,-2,-1,-5,-8,-0.3,-3
CCn1c(C)nnc1SCC(=O)NC1CCCC1,-3,13,-5,-5,-4,8,-0.4,0
COc1cc(NS(=O)(=O)c2ccc(NC(=O)CN3C(=O)c4ccccc4C3=O)cc2)nc(OC)n1,-5,19,-5,-6,-14,-22,1.7,-5
CCCNC(=S)N1CCN(C(c2ccccc2)c2ccccc2)CC1,27,18,-11,8,-7,1,2.8,-6
O=C(COc1ccccc1Br)c1ccc(O)cc1O,-3,14,-1,-3,9,-28,16,21*
O=C(c1ccc2c(c1)OCCO2)C1CCN(C(=O)Nc2ccccc2F)CC1,6,5,4,-5,-16,6,0.0,2
O=C1c2cccc3cc([N+](=O)[O-])cc(c23)C(=O)N1/N=C/c1ccc(O)cc1O,2,15,7,-2,-26,1,5.1,-1
COc1ccc(CNc2ncc(-c3ccccc3)n2C)c2ccccc12,-3,1,4,11,-11,19,12,-1
O=c1cc(-c2cccnc2)oc2c1ccc1ccccc12,-12,-322,18,-6,-21,32,4.8,2

# Next section (2 carried over from the part before).
SMILES,ATG4B inh,SENP8 block,HKDC1 inh,SENP7 block,SENP6 block,PfGluPho inh,MPTP inh,GRIN3A LBD mod
COc1ccc(CNc2ncc(-c3ccccc3)n2C)c2ccccc12,-3,1,4,11,-11,19,12,-1
O=c1cc(-c2cccnc2)oc2c1ccc1ccccc12,-12,-322,18,-6,-21,32,4.8,2
Cn1c(=O)c2c(c3ccccc31)OC(C)(C)CC2,1,9,-3,-6,-6,-16,6.2,2
CCOCCCNCC(=O)Nc1ccc(S(=O)(=O)NC(C)CC)cc1 (stereo not drawn),-2,16,-9,5,15,8,1.3,-1
Cc1cc(S(=O)(=O)NCC(c2ccccc2)c2ccccc2)ccc1-n1cnnn1,-16,2,1,5,-4,-20,-0.5,-10
C=CCN1C(=O)CN=C1Nc1cc(C)cc(C)c1,-10,-81,1,2,-3,18,2.7,0
CC(=O)c1sc(NC(=O)C(C)(C)C)nc1C,-9,22,-8,-8,-14,3,8.9,-1
COc1cccc(-c2nc(C(N)=O)c3[nH]c(=O)n(-c4ccccc4)c3n2)c1OC,-8,-57,-4,-2,-1,2,-2.0,-1
O=C(NCc1ccccc1)c1ccccc1Br,-2,12,-8,3,-35,-15,-0.8,1
Cc1ccc(NC2C(=O)NC(=O)NC2=O)cc1,-2,72*,-13,.,.,30,-1.2,3
O=C(c1cc(F)ccc1F)N1CCC(N2CCC(C(=O)N3CCCC3)CC2)CC1,28,6,5,4,5,-6,0.9,-1
O=C(NC1CCCCC1)c1cc(S(=O)(=O)N2CCOCC2)c(Cl)cc1Cl,-8,6,-7,-9,-23,4,0.2,-1
Cn1cnc(S(=O)(=O)NC2CCN(Cc3ccccc3)CC2)c1,-9,5,-2,3,15,11,1.2,-2
CCCCCCCCC(=O)Nc1cc(C)ccc1OC,-3,-2,5,3,-2,11,1.4,2
CCOc1ccc(NC(=O)/C(C#N)=C\c2ccc(N3CCCC3)c(C)c2)cc1,-7,-6,-5,.,.,12,2.9,-100
COc1ccc(NC(=O)c2c(C)noc2C(C)C)cc1S(=O)(=O)N1CCCCC1,-8,18,-4,-4,4,11,-0.3,2
O=C(C1CCN(CC2CC=CCC2)CC1)N(CCc1ccccc1)Cc1ccccc1 (stereo not drawn),9,11,-6,-9,-26,3,0.7,-4
Cc1ccc(Cl)cc1-n1c(SCC(=O)NCCC2=CCCCC2)nc2n[nH]c(C)c2c1=N,5,3,2,-5,-11,0,-0.5,-11
Cn1nc(C(=O)NCCCN2CCCCC2)c2c1-c1ccccc1SC2,-4,19,3,6,18,12,-1.4,1
O=Cc1coc2ccc3ccccc3c2c1=O,38,-15,18,0,23,-10,0.9,-3
O=C(N[C@@H](Cc1ccccc1)C(=O)OCc1ccccc1)c1nc[nH]c1C(=O)NCc1ccccc1,15,16,1,7,-4,19,0.5,-5
CCOc1ccc(C2C(C#N)=C(N)Oc3cc(C)oc(=O)c32)cc1 (stereo not drawn),1,2,-12,6,4,-21,-0.3,-3
COC(=O)[C@H](CCSC)NC(=O)Nc1ccc(C(C)C)cc1,9,7,-14,2,-17,0,-0.5,1
Cc1c(C(=O)NC2CC2)oc2ccccc12,5,-2,-6,11,15,0,-2.2,-2

# Gathered by group: the entries above with a cyano group (2)
SMILES,ATG4B inh,SENP8 block,HKDC1 inh,SENP7 block,SENP6 block,PfGluPho inh,MPTP inh,GRIN3A LBD mod
CCOc1ccc(NC(=O)/C(C#N)=C\c2ccc(N3CCCC3)c(C)c2)cc1,-7,-6,-5,.,.,12,2.9,-100
CCOc1ccc(C2C(C#N)=C(N)Oc3cc(C)oc(=O)c32)cc1 (stereo not drawn),1,2,-12,6,4,-21,-0.3,-3

# Compound profiles (already shown).
# O=Cc1coc2ccc3ccccc3c2c1=O in the list: ATG4B inh: 38; SENP8 block: -15; HKDC1 inh: 18; SENP7 block: 0; SENP6 block: 23; PfGluPho inh: -10; MPTP inh: 0.9; GRIN3A LBD mod: -3
# Cc1c(C(=O)NC2CC2)oc2ccccc12 in the list: ATG4B inh: 5; SENP8 block: -2; HKDC1 inh: -6; SENP7 block: 11; SENP6 block: 15; PfGluPho inh: 0; MPTP inh: -2.2; GRIN3A LBD mod: -2
